KCNQ2 inh = KCNQ2 potassium channel inhibitors, primary screen, cell-based, CHO-K1, FluxOR thallium flux, B-score (AID 2156) | 20 min; stronger effect = lower value | B-score at 10 µM | hit rate 1.1% among 310,000;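 active = fluorescence ratio B-score at most minus 3 library SDs, with starting brightness B-score within 2 library SDs, cut at about -5.5 in these data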
CHT inh = inhibitors of human choline transporter CHT; B-score at 10 µM; High affinity choline transporter 1 (Homo sapiens), Q9GZV3; CHT-expressing cells, membrane potential dye, choline response; stronger effect = lower value; hit rate 0.86% among 310,000;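 active = B-score over 3 SD under the library average, and starting fluorescence ratio not unusually high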;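 note: choline stimulus applied at its EC90 after an EC20 pre-addition; B-score computed on integrated fluorescence ratio after choline addition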
Target sequence (Q9GZV3 whole entry, looked up): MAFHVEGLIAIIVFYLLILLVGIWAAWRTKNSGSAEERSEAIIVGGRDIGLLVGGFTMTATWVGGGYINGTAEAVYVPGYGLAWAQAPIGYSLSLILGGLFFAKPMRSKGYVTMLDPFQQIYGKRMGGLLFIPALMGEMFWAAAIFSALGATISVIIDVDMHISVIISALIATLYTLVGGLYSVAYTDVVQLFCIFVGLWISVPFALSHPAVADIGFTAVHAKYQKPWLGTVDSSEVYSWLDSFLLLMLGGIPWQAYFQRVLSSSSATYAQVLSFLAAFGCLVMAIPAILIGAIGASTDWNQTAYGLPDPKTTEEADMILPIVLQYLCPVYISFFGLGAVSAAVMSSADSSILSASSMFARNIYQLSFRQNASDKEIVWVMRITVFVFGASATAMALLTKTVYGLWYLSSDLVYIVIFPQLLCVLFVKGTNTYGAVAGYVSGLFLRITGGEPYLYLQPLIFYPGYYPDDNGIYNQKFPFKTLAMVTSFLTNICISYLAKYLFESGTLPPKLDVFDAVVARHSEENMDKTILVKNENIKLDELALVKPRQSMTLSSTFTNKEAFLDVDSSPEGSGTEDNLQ
The depositor's hits bear a star; i = inactive; . = not tested or not shown. This is a random part of the collection (roughly 1.9% active in at least one column).

CHT inh	KCNQ2 inh	molecule
i	i	CN(CC(=O)Oc1ccc(-c2nnco2)cc1)S(=O)(=O)c1ccc(F)cc1
i	-6.71*	Cc1cc(-c2ccc(S(=O)(=O)N(C)c3ccc(C)c(C)c3)s2)on1
i	i	Cc1cccc(Cn2c(SCCN3CCOCC3)nc3c2c(=O)n(C)c(=O)n3C)c1
i	i	CC(O)CNc1nc2sc3c(c2c(=O)n1CCc1ccccc1)CCCCC3 (stereo unspecified)
i	i	COc1ccccc1N1CCN(C2=NS(=O)(=O)c3ccccc32)CC1
i	i	O=C(COC(=O)Cc1ccccc1F)Nc1cccc(F)c1
i	i	OC1=C(O)c2nc3ccccc3nc21
i	i	CCOC(=O)c1ccc(NC(=O)CSc2ccc(-c3ccccn3)nn2)cc1
i	i	O=C(C1CCC1)N1CCc2cc(S(=O)(=O)NCc3cccnc3)ccc21
i	i	Cc1[nH]c2ccccc2c1C(=O)C(=O)NCC1CCCO1 (stereo unspecified)
i	i	CCCOc1ccc(C(C)=O)cc1CC(C(N)=O)C(N)=O
i	i	COc1ccc(C2(C(=O)NC(C)C)CCCC2)cc1OC
i	i	O=C(c1ccccc1Oc1ccc(C(F)(F)F)cc1[N+](=O)[O-])N1CCOCC1
i	i	CCc1cc2c(Nc3ccc(O)cc3)nc(C)nc2s1
i	i	Cc1ccc(C)c(SCC(=O)NC(=O)Nc2ccc3c(c2)OCCO3)c1
i	i	O=C(CN1C(=O)C(=O)c2ccccc21)NCCc1ccccc1
i	i	COc1ccc(COCC(O)CN2CCCC(C(F)(F)F)C2)cc1 (stereo unspecified)
i	i	Cc1ccc(C)c(NC(=S)NC(=O)c2cncc(Br)c2)c1
i	i	CC1=CCC2C(=O)N(c3cc(C)on3)C(=O)C2C1 (stereo unspecified)
i	i	CCOC(=O)C1CCN(S(=O)(=O)c2ccc3c(c2)CCN3C(=O)C2CCC2)CC1
i	i	O=C(Nc1nc(-c2ccccn2)cs1)c1ccc(S(=O)(=O)N2CCCCC2)cc1
i	i	CNC(=O)c1nc(C)n(-c2cc(Cl)ccc2Cl)n1
i	i	CC(=NCCc1c(C)[nH]c2ccc(OCc3ccccc3)cc12)C1=C(O)CC(c2ccccc2)CC1=O (stereo unspecified)
i	i	CCN(CC(=O)NC(=O)NC1CCCC1)Cc1ccccc1
i	i	COc1ccc(/C=N/NC(=O)c2cc(-c3ccccc3)nc3ccccc23)cc1O
i	.	O=[N+]([O-])c1ccc(CNCc2cc(Cl)ccc2O)cc1
i	i	Cc1nc(NC(=O)CSc2nc3ccccc3s2)sc1C(=O)N(C)C
i	i	CCCCCCN(C(=O)CCCCCN1C(=O)NC(c2ccc(-c3ccccc3)cc2)C(C(=O)OCc2ccccc2)=C1C)C(C(=O)NCCCC)c1ccc(OCC(=O)OC)cc1 (stereo unspecified)
i	i	Cc1ccc(NC(=O)C(C)Sc2nc(-c3ccccc3)cc(=O)[nH]2)cc1 (stereo unspecified)
i	i	COc1ccc(C2NC(=S)N3C(c4ccc(OC)cc4)NC(=S)N23)cc1 (stereo unspecified)
i	i	COc1cccc(CN2CCN(C(=O)c3cccc4ccccc34)CC2)c1OC
i	i	COc1ccc(OC)c2[nH]c(C(=O)N3CCC(C(=O)O)CC3)cc12
i	i	Cc1csc(NC(=O)CCn2c(=O)sc3ccccc32)n1
i	i	CC(C(=O)Nc1ccc2c(c1)OCO2)c1ccc([N+](=O)[O-])cc1 (stereo unspecified)
i	i	CCOC(=O)c1c(NC(=O)CSc2nnc(C)c(=O)[nH]2)sc2c1CCC2
i	i	Cc1ccc(N2C(=O)N(CC(=O)Nc3ccc(C)c(C)c3[N+](=O)[O-])C(=O)C2C)cc1 (stereo unspecified)
-8.77*	i	CCSC(=S)c1c(C)[nH]n(-c2ccccc2)c1=O
i	i	CC(C)NC(=O)COc1ccc2c(c1)C(=O)CC(C)(C)O2
i	i	Cc1ccc(NC(=O)CC2S/C(=N/N=C3\CCCc4ccccc43)NC2=O)cc1 (stereo unspecified)
i	i	CCOC(=O)C1C(=O)C=C(C)C(C(=O)OCC)C1c1cccc([N+](=O)[O-])c1 (stereo unspecified)
i	.	COc1cccc(-n2c(Cc3cc(=O)[nH]c(=O)[nH]3)nnc2SCC(=O)NC2CCCC2)c1
i	i	O=C(C1=NN[C@@H]2C(=O)N(c3cccc(F)c3)C(=O)[C@H]12)c1ccc2ccccc2n1
i	i	COC(=O)CN(C)C(=O)c1ccc(OC2CCN(S(=O)(=O)N(C)C)CC2)cc1
i	i	Cc1ccc(-c2nc3ccccc3o2)cc1NC(=O)c1ccc2c(c1)OCO2
i	i	CCCCNC(=O)C1CC(=O)N(C2CCCCC2)C1 (stereo unspecified)
i	i	COc1cc(OC)cc(C(=O)NC2=NCCS2)c1
i	i	COc1ccccc1CCN=C(N)NS(=O)(=O)c1ccccc1F
i	i	COc1ccc(C2CCCN2C(=S)Nc2ccc(C)cc2Cl)cc1OC (stereo unspecified)
i	i	O=C(OCC(=O)c1cccs1)c1ccc([N+](=O)[O-])o1
i	i	c1ccc2c(c1)CC(N1CCCCC1)c1ccccc1N2 (stereo unspecified)
i	i	COc1cc(/C=N/NS(=O)(=O)c2ccccc2)ccc1OS(=O)(=O)c1ccc(C)cc1
-5.73*	i	CCCC(=O)Oc1ccc(N(C(=O)CCC)S(=O)(=O)c2cccs2)cc1
i	i	COc1cc(NC(=O)CSCc2ccc(Cl)cc2Cl)c(C(=O)O)cc1OC
i	i	CCCn1c(=O)c(C(=O)NNS(=O)(=O)c2ccc(C)cc2)c(O)c2ccccc21
i	i	CC(=O)c1cc(F)ccc1OCC(=O)N1CCN(c2ccc(F)cc2)CC1
i	i	CCOC(=O)c1c(NC(=O)C2C3C=CC(C3)C2C(=O)O)sc2c1CC(C)CC2 (stereo unspecified)
i	i	COC(=O)c1c(NC(=O)C2COc3ccccc3O2)sc2c1CCN(Cc1ccccc1)C2 (stereo unspecified)
i	i	Cc1ccccc1-n1c(-c2ccc(Cl)cc2)cnc1SCC(=O)NC1CCS(=O)(=O)C1 (stereo unspecified)
i	i	Cc1c(C(=O)C(=O)NCCC2=CCCCC2)c2ccccc2n1C
i	i	CCOc1ccc(NC(=O)c2csc3c2CCCC3)cc1

Among those listed so far, 3 contain a COOH group:
CHT inh	KCNQ2 inh	molecule
i	i	COc1ccc(OC)c2[nH]c(C(=O)N3CCC(C(=O)O)CC3)cc12
i	i	COc1cc(NC(=O)CSCc2ccc(Cl)cc2Cl)c(C(=O)O)cc1OC
i	i	CCOC(=O)c1c(NC(=O)C2C3C=CC(C3)C2C(=O)O)sc2c1CC(C)CC2 (stereo unspecified)

Entries of single compounds from above. Order of values: CHT inh | KCNQ2 inh
`CNC(=O)c1nc(C)n(-c2cc(Cl)ccc2Cl)n1` is entered as i | i
`COc1cc(/C=N/NS(=O)(=O)c2ccccc2)ccc1OS(=O)(=O)c1ccc(C)cc1` is entered as i | i

Other records
CHT inh	KCNQ2 inh	molecule
i	i	COc1ccc(Cc2nnc(SCC(=O)c3cccc([N+](=O)[O-])c3)n2C)cc1
i	i	Nc1c(CO)nnn1-c1ccccc1
i	i	CCc1c(C)nc2cc(C)[nH]n2c1=O
i	i	COc1ccc(NC(=O)CCn2c(=O)c3cccn3c3ccccc32)c(OC)c1
i	i	COc1ccc(-n2nc(C(=O)NCC(=O)Nc3cc(OC)c(OC)c(OC)c3)c3ccccc3c2=O)cc1OC
i	i	Clc1cccc(OCCN2CCN(CCOc3cccc(Cl)c3)CC2)c1
i	i	C/C(N)=C(/C#N)C(=O)CSc1nnnn1-c1ccc(C)cc1C
i	i	O=C(CC1C(=O)NCCN1C(=O)c1ccc([N+](=O)[O-])cc1)Nc1cccc(Cl)c1 (stereo unspecified)
i	i	Cc1cc(C(=O)N/N=C/c2ccc3c(c2)OCO3)c2ccccc2n1
i	i	Cc1ccc(CN2CCSc3ccc(C(=O)NCc4ccccn4)cc32)cc1
i	i	O=C(Cn1ncc2c([nH]c3ccccc32)c1=O)N1CCc2ccccc2C1
i	i	O=C1CCC(c2ccccc2)c2ccccc21 (stereo unspecified)
i	-7.4*	Cc1ccc(-n2nc3c(c2NC(=O)c2c(-c4ccccc4Cl)noc2C)CSC3)cc1
i	i	COc1ccc(-c2noc(CN(C)Cc3ccccc3)n2)cc1
i	i	CCOc1ccc(OCc2ccc(C(=O)Nc3cccc(C)n3)o2)cc1
i	i	C=CCn1c(CNS(=O)(=O)c2ccc(Br)cc2)n[nH]c1=S
i	i	CCN(CC)S(=O)(=O)c1cccc(C(=O)OC2CCOC2=O)c1 (stereo unspecified)
i	i	Cc1[nH]n(-c2ccc([N+](=O)[O-])cc2)c(=O)c1C=NCCc1c(C)[nH]c2ccccc12
i	i	CCc1cc(=O)oc2cc(C)cc(OC(C)C(=O)NCc3ccncc3)c12 (stereo unspecified)
i	i	CC(C)c1ccc(NC2CCCN(C(=O)CCN3CCCCO3)C2)cc1 (stereo unspecified)
i	i	CCOCCCNC(=O)C(c1ccc(OC)cc1)N(Cc1cccs1)C(=O)c1ccccn1 (stereo unspecified)
i	i	Cc1cc(F)ccc1S(=O)(=O)N1CCCCC1CCNC(=O)C(=O)NCCN1CCOCC1 (stereo unspecified)
i	i	CC(=O)Nc1ccc(C(=O)/C=C/c2ccco2)cc1
i	i	O=C(O)C1=C[C@H](c2ccc(C(F)(F)F)cc2)C[C@H](OCc2ccc(CO)cc2)O1
i	i	COCCN(C(=O)C(F)(F)F)C(C(=O)NC1CCCCC1)c1ccco1 (stereo unspecified)
i	i	COc1cccc(N2CC(C)Cn3c2nc2c3c(=O)[nH]c(=O)n2C)c1 (stereo unspecified)
i	i	COc1cc2c(cc1OC)CN(c1ccc(-c3ccccc3OC)nn1)CC2
i	i	O=C1c2ccccc2NC(c2ccco2)N1/N=C/c1ccco1 (stereo unspecified)
i	i	CC1=CSC2=NC(=O)/C(=C\c3cccn3-c3ccccc3)C(=N)N12
i	i	COc1ccc(C(CC(=O)N2CCCC(C)C2)c2c(OC)cc(OC)c3c(-c4ccccc4)cc(=O)oc23)cc1 (stereo unspecified)

Four consecutive entries already listed, for reference:
CHT inh	KCNQ2 inh	molecule
i	i	COc1ccc(Cc2nnc(SCC(=O)c3cccc([N+](=O)[O-])c3)n2C)cc1
i	i	Nc1c(CO)nnn1-c1ccccc1
i	i	CCc1c(C)nc2cc(C)[nH]n2c1=O
i	i	COc1ccc(NC(=O)CCn2c(=O)c3cccn3c3ccccc32)c(OC)c1

Next section:
CHT inh	KCNQ2 inh	molecule
i	i	Oc1nc(-c2ccc(Cl)cc2)n2ccncc12
i	i	CC(CNC(=O)C1CCCN(S(=O)(=O)N2CCOCC2)C1)c1ccccc1 (stereo unspecified)
i	i	CCOc1ccc(C)cc1S(=O)(=O)Nc1ccc(Cl)cn1
i	i	Cc1occc1-c1nnc(SCC(=O)Nc2ccc(F)cc2)n1Cc1ccccc1
i	i	CN1CCN(S(=O)(=O)c2cccc(C(=O)NCCOc3ccccc3)c2)CC1
i	i	COc1ccc(NC(=O)c2ccc([N+](=O)[O-])s2)c([N+](=O)[O-])c1
i	i	COc1ccc(C2CCCN2C(=O)Nc2ccc(C)c(C)c2)cc1OC (stereo unspecified)
i	i	OC(COCCOc1ccc(Br)cc1)CN1CCCCC1 (stereo unspecified)
i	i	CCN(CC)S(=O)(=O)c1cccc(-c2nnc(SC(C)C#N)n2Cc2ccccc2)c1 (stereo unspecified)
i	i	COc1ccc(/C=C2\SC(=S)N(CCC(=O)Nc3ccc(O)cc3)C2=O)cc1
i	i	Cc1cccc(-n2c(O)c(C=Nc3cc(O)ccc3C)c3ccccc3c2=O)n1
i	i	COc1cccc(CNC(=O)CCC2CCCN(Cc3ccc4c(c3)CCO4)C2)c1 (stereo unspecified)
i	i	COc1ccc(OC)c(N(C)S(=O)(=O)c2ccc3c(c2)N(C(C)=O)CCO3)c1
i	i	COC(=O)c1ccc2[nH]c([C@H](C)O)c([C@H](C)O)c2c1
i	i	Cc1c(OCC(=O)NC(Cc2ccc(Cl)cc2)C(=O)O)ccc2c3c(c(=O)oc12)CCCC3 (stereo unspecified)
i	i	O=C1CNC(=O)/C(=C/c2cccs2)N1
i	i	Clc1ccccc1OCCCCN1CCCCC1
i	i	Cc1cccc(CCN(C(=O)c2csnn2)C(C(=O)NC2CCCC2)c2ccco2)c1 (stereo unspecified)
i	i	COc1ccc(CNC(=S)Nc2ccc(F)c(Cl)c2)cc1OC
i	i	CCOC1(OCC)N=C(N)C2(C#N)C(c3cccc(C)c3)C12C#N (stereo unspecified)
i	i	O=C(COC(=O)c1cccc(S(=O)(=O)N2CCOCC2)c1)NCCc1ccccc1
i	i	COc1ccc(CNC(=O)c2sc3nc4c(c(C(F)(F)F)c3c2N)CCC4)cc1OC
i	i	Cc1cc(C(=O)NC2CCN(Cc3ccccc3)CC2)n[nH]1
i	i	O=C(CCNS(=O)(=O)c1cccc2nonc12)NCc1cccs1
i	i	CCCOC(=O)c1c(NC(=O)CCCn2nc([N+](=O)[O-])cc2C)sc(C(=O)OC)c1C
i	i	O=C(Nc1ccccc1SCC1CSc2nc3ccccc3c(=O)n21)c1cccc(Cl)c1 (stereo unspecified)
